Pf growth 96h: Primary qHTS for delayed death inhibitors of the malarial parasite plastid, 96 hour incubation; P. falciparum luciferase reporter growth, 96 h; AID 504834, 2011; 320,000 compounds, 6.9% hits; Potency, µM (series often up to 28.7 µM), inactives show at the highest dose activity change, negative = inhibition, most hits filed as inhibitors
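Parasite growth measured via integrated firefly luciferase reporter in P. falciparum. Infected erythrocytes at 2% hematocrit, 0.05% parasitemia final were treated 96 hours at 37 C under 5% CO2, and luminescence was read.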
LmPK inhibitor: qHTS Assay for Inhibitors of Leishmania Mexicana Pyruvate Kinase (LmPK); Q27686; purified LmPK, Kinase-Glo ATP luminescence, 1 h; Potency, µM (series often up to 57.5 µM), for the others: top-dose activity change, negative = inhibition, usual class: inhibitors; 290,000 compounds, 0.37% hits
Target sequence (Q27686 whole entry, looked up): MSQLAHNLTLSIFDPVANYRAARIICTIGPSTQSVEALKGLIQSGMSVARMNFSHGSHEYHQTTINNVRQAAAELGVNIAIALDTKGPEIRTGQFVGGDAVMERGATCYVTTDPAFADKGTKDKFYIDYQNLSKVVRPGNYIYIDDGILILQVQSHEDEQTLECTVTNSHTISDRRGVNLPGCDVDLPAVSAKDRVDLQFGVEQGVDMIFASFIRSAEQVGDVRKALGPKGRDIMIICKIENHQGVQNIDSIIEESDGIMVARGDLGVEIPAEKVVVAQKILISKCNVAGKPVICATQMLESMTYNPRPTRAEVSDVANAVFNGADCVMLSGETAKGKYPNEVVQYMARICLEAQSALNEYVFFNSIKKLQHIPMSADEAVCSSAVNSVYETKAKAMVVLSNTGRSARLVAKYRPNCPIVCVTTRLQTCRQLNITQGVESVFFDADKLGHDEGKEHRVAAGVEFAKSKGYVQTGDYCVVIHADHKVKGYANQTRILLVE
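Purified LmPK (0.1 nM) with 0.5 mM PEP and 0.1 mM ADP in imidazole buffer pH 7.2 with MgCl2/KCl, 1 h at room temperature. ATP formed was read by luciferase luminescence and normalized to no-enzyme and uninhibited controls.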
Sm TGR inh: qHTS Assay for the Inhibitors of Schistosoma Mansoni Peroxiredoxins; purified TGR, DTNB reduction, TNB absorbance 405 nm; Potency, µM (doses to about 114 µM), inactives show at the highest dose activity change, negative = inhibition, actives largely listed as inhibitors; 360,000 compounds, 3% hits; note: nearly all actives have a fitted effect of over 60% in size
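Kinetic colorimetric format: TGR-catalysed, NADPH-driven DTNB reduction monitored via TNB absorbance. Enzyme dispensed at 20 nM; compound exposure 15 min at room temperature before reaction start.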
HCV inhibitor: qHTS Assay for Inhibitors of Hepatitis C Virus (HCV). 340,000 compounds, 3.4% hits. Huh7.5.1 HCVcc-Cre infection, luciferase reporter, 44 h. Potency, µM (highest dose often 41.8 µM), without a hit: at the highest dose activity change, negative = inhibition, actives largely listed as inhibitors
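After 44 h co-culture of compound, cells and HCVcc-Cre (~0.5 moi), substrate is added for 15 min at room temperature and luciferase measured over 15 sec. Cells were seeded at 1,000/well and pre-cultured 4 h.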
TbPYK inhibitor: qHTS of Trypanosoma Brucei Inhibitors; Potency, µM (highest dose often 76.8 µM), inactives show top-dose activity, negative = inhibition, actives largely listed as inhibitors; 410,000 compounds, 0.12% hits; TbPYK enzyme, Kinase-Glo Plus ATP luminescence, 45 min; pyruvate kinase (Trypanosoma brucei), Q57TT1; note: nearly all actives have a fitted effect of over 50% in size
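T. brucei PYK with substrate was exposed to pin-transferred compounds across a concentration series, then started with 130 uM ADP (final). After 45 min at room temperature, Kinase-Glo Plus luminescence was read, normalized and curve-fitted.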
Pf growth 48h: Primary qHTS for delayed death inhibitors of the malarial parasite plastid, 48 hour incubation. 310,000 compounds, 5.9% hits. P. falciparum luciferase growth in erythrocytes, 48 h. Potency, µM (highest dose often 28.7 µM), for inactives: top-dose activity change, negative = inhibition, usual class: inhibitors
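Luminescence readout; reporter = integrated firefly luciferase in P. falciparum. RBC culture at 2% hematocrit, 0.1% parasitemia final, 37 C/5% CO2; decreased signal taken as growth inhibition.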
Starred values were filed as active, the others as inactive; ? = inconclusive; nt = not tested or not shown; [ ] = remark or other dose. Calls come from the whole dose curve; as a rule, active = well fitted curve in the direction sought with a large enough effect; inconclusive = small, poorly fitted or top-dose-only effect, or another doubt; inactive = no such curve, though single readings can be large; an effect the other way counts as inactive or inconclusive. % is set by controls: 0 for no effect and ±100 for the full control effect; potency is the fitted concentration of half-maximal effect.

SMILES | Pf growth 96h | LmPK inhibitor | Sm TGR inh | HCV inhibitor | TbPYK inhibitor | Pf growth 48h
CCn1c(C)c(Br)c(=O)c(C(=O)OC)c1-c1ccc(Cl)cc1 | 6% | 3% | -7% | -1% | -3% | -14%
COc1ccc(-c2n[nH]c(=S)n2/N=C/C=C/c2ccccc2OC)cc1 | 9% | 2% | -2% | 14% | ? | 19%
CC(C)CN(CC(C)C)S(=O)(=O)N1CCC(C(=O)NCc2ccc3c(c2)OCO3)CC1 | -35% | 3% | -12% | ? | 2% | ?
COC(=O)Cn1c(=O)sc2ccccc21 | 0% | -7% | -2% | ? | -1% | 13%
COc1ccc(CCNC(=O)CN2C(=O)COc3ccc(S(=O)(=O)N4CCOCC4)cc32)cc1OC | 24% | -3% | 0% | 5% | 1% | -3%
COc1ccc(S(=O)(=O)NCc2ccc(C(=O)N3CCN(Cc4ccccc4)CC3)cc2)cc1 | 29% | 9% | -20% | 32µM* | 8% | -2%
O=C(COc1ccc(Br)cc1)NCC1COc2ccccc2O1 (stereo unspecified) | -12% | nt | 7% | -2% | 0% | -2%
C[C@H](NC(=O)OCc1ccccc1)C(=O)NNC(=O)[C@H](C)NC(=O)OCc1ccccc1 | 6% | 5% | -1% | 23% | 0% | -10%
O=C(COC(=O)c1ccccc1-n1cnnn1)c1ccc(F)c(F)c1 | 74%[activator] | nt | -29% | 4% | -3% | 59%[activator]
CCCN(CCC)S(=O)(=O)c1ccc(C(=O)Nc2nnc(-c3cc(OC)cc(OC)c3)o2)cc1 | ? | 4% | 0% | -20% | -7% | nt
O=C(CCN1CCN(c2ccccc2)CC1)NNC(=O)Cc1ccccc1Cl | -8% | nt | 20% | 11% | -1% | -33%
COC(=O)c1sc(=S)n(-c2ccc(Cl)cc2)c1C | ? | 2% | 1% | 5% | -7% | nt
COc1ccc(C)cc1N1CC(C(=O)Nc2ccccc2N2CCCCC2)CC1=O (stereo unspecified) | ? | nt | 7% | -25% | 0% | ?
Cc1cc(C)n(CCC(=O)N/N=C/c2c(O)ccc3ccccc23)n1 | ? | 5% | -1% | ? | -1% | 6.6µM*
COc1ccc([N+](=O)[O-])cc1N(CC(O)Cn1nnc2ccccc21)S(=O)(=O)c1ccc(C)cc1 (stereo unspecified) | ? | 1% | 12% | -15% | nt | 49%[activator]
O=C(CNC(=O)C1COc2ccccc2O1)N/N=C\c1ccc(Cl)cc1 (stereo unspecified) | 1% | 0% | 7% | -10% | -6% | 14%
COc1ccc(/C=N/Nc2nnc(C)n2N)cc1OC(C)=O | 25% | 3% | 7% | 16% | 5% | nt
CCc1ccc(-c2cc(C(=O)N/N=C/c3ccccn3)[nH]n2)cc1 | -17% | 5% | -3% | 9% | 1% | ?
O=S(=O)(Nc1ccc2nc(N3CCOCC3)sc2c1)c1ccccc1 | 126%[activator] | nt | 3% | ? | 8% | 128%[activator]
Cc1ccc(C(=O)N2CCC3(CC2)Oc2ccc(F)cc2C(=O)C32CC(c3ccccc3)=NO2)s1 (stereo unspecified) | 10µM* | 7% | 5% | -3% | 0% | ?
O=C(CC(NC(=O)C(F)(F)F)c1ccccc1)Nc1nnc(CCc2ccccc2)s1 (stereo unspecified) | 44%[activator] | 6% | -19% | 34%[activator] | -19% | ?
Cc1c(OCC(=O)NC2CC(C)(C)NC(C)(C)C2)ccc2c3c(c(=O)oc12)CCC3 | ? | -3% | -3% | ? | -1% | ?
Cc1cc(C)nc(SCc2c(F)cccc2Cl)n1 | ? | -14% | 4% | -7% | -3% | -1%
COc1ccccc1N1CCN(S(=O)(=O)CCNC(=O)C2CCCCC2)CC1 | 2% | nt | -6% | -15% | 1% | -6%
O=C(O)CNC(=O)c1ccc(OC(F)F)cc1 | -21% | -1% | 0% | 20% | -10% | ?
(further entries)
SMILES | Pf growth 96h | LmPK inhibitor | Sm TGR inh | HCV inhibitor | TbPYK inhibitor | Pf growth 48h
Cc1ccccc1C(=O)NN1C(=O)CSC1=S | -1% | 2% | 1% | 3% | -4% | -6%
CC(=O)N1c2ccc3ccccc3c2C(C)CC12CCCCC2 (stereo unspecified) | nt | -2% | -8% | -8% | -10% | nt
Cn1c(O)c(C(=N)COc2ccccc2)c(=O)n(C)c1=O | 36%[activator] | -5% | -17% | 1% | 7% | 34%[activator]
O=C(CCCN1C(=O)c2cccc3cccc(c23)C1=O)N1CCN(c2ccc(F)cc2)CC1 | -16% | 7% | 8% | 11µM* | 0% | ?
COc1ccc(/C=N/n2cnc3c([nH]c4ccccc43)c2=O)cc1COc1ccccn1 | ? | 0% | 1% | nt | nt | -8%
Cc1nc2sccn2c(=O)c1S(=O)(=O)N1CCN(c2cccc(C(F)(F)F)c2)CC1 | 10µM* | 2% | -11% | 15% | 0% | ?
COc1ccc(OC)c(NC(=O)CCNC(=O)c2ccco2)c1 | -10% | 5% | -4% | -4% | 0% | -15%
CN(C)CCCNc1oc(-c2ccccc2Cl)nc1S(=O)(=O)c1ccccc1 | ? | nt | -25% | ? | -16% | -26%
CCOc1ccc(CN(C)CC(=O)NCc2ccccc2Cl)cc1 | ? | -3% | -1% | -17% | -7% | 30%
NC(=O)c1ccc(NC(=O)COC(=O)/C=C/c2cccs2)cc1 | -10% | 5% | 8% | -2% | -8% | 19%
CC(=O)Nc1ccc(S(=O)(=O)NCCC(=O)Nc2ncccc2C)cc1 | 26% | nt | 6% | 1% | -7% | 10%
Cc1ccc(C(=O)c2c3ccccc3[n+]([O-])n2CCO)cc1 | -20% | nt | -1% | -18% | -17% | 4%
CC(C)Oc1cccc(C(=O)Nc2ccc(N3CCN(S(C)(=O)=O)CC3)cc2)c1 | -27% | 5% | 32% | 20% | -11% | 0%
Cn1c(=O)[nH]c(=O)c2c1nc(N1CCC(Cc3ccccc3)CC1)n2Cc1ccccc1 | ? | 8% | 7% | 17% | 2% | nt
O=C(CSc1nc2ccc(Nc3nc(N4CCOCC4)nc(N4CCOCC4)n3)cc2s1)Nc1ccccc1Cl | 2.6µM* | 7% | 1% | ? | 3% | 12µM*
Cc1ccc2nc3c(c(C(=O)OCC(=O)NC4CCS(=O)(=O)C4)c2c1)CCCC3 (stereo unspecified) | ? | 0% | 1% | ? | -1% | -18%
O=c1[nH]c(=O)n(C2CCCCC2)c(O)c1/C=C/C=Nc1ccccc1 | ? | 4% | -10% | 13% | -9% | -1%
COc1ccc(S(=O)(=O)n2nc(OC(=O)c3ccccc3)cc2N)cc1 | ? | 2% | -28% | 6% | 4% | -7%
OC1(CN2CCOCC2)C2CN3CCN(C2)CC1(c1ccccc1)C3 (stereo unspecified) | 3% | 5% | -8% | 7% | -20% | -18%
Cc1cc(NCCOCCO)n2ncc(-c3ccc(Cl)cc3)c2n1 | nt | -5% | 2% | ? | 6% | 444%[activator]
COc1ccc(-c2c(C)n([O-])c(C)c(C)[n+]2=O)cc1 | -7% | -1% | -16% | -7% | 6% | nt
CCN1CCN(c2ccc(NC(=O)c3cccc(F)c3)cc2Cl)CC1 | 55%[activator] | -1% | 0% | -26% | 2% | -12%
Cc1ccccc1C(=O)NC1CCN(C(=O)N(c2ccccc2)c2ccccc2)CC1 | ? | -7% | -20% | -9% | 1% | ?
Cc1ccc(C(=O)Nn2c(O)c(C=C3N=c4ccccc4=N3)sc2=S)cc1 | ? | -1% | 1% | 6% | 3% | 36%[activator]
O=C1C=C(c2ccc3ccccc3c2)C[C@@H](c2ccc(Cl)cc2)C1 | 81%[activator] | nt | ? | -12% | -6% | ?

In the list so far, these contain a thiophene ring, fused or not.
SMILES | Pf growth 96h | LmPK inhibitor | Sm TGR inh | HCV inhibitor | TbPYK inhibitor | Pf growth 48h
Cc1ccc(C(=O)N2CCC3(CC2)Oc2ccc(F)cc2C(=O)C32CC(c3ccccc3)=NO2)s1 (stereo unspecified) | 10µM* | 7% | 5% | -3% | 0% | ?
NC(=O)c1ccc(NC(=O)COC(=O)/C=C/c2cccs2)cc1 | -10% | 5% | 8% | -2% | -8% | 19%

Next section.
SMILES | Pf growth 96h | LmPK inhibitor | Sm TGR inh | HCV inhibitor | TbPYK inhibitor | Pf growth 48h
C=CCc1cccc(CNc2cnc3ccccc3c2)c1O | -3% | -1% | -25% | 7.9µM* | -10% | ?
COc1ccccc1N1CCN(c2nc3ccccc3nc2C(C#N)C(=O)OC(C)C)CC1 (stereo unspecified) | 2.1µM* | 5% | -1% | ? | -4% | 1.9µM*
O=C(Nc1cccc(C(F)(F)F)c1)C1=CC=CN2CCS(=O)(=O)N=C12 | -15% | nt | -16% | -5% | 0% | 18%
CCOC(=O)CC(=O)CSc1ncc(C(=O)OCC)c(N)n1 | 10% | 3% | ? | 13% | -2% | 47%[activator]
O=C(NCCCCCCNC(=O)c1ccc(Br)s1)c1ccc(Br)s1 | ? | 0% | -11% | ? | 5% | 11%
COc1cccc(NC(=O)C2CCCN2C(=O)Nc2ccccc2)c1 (stereo unspecified) | ? | -6% | 2% | 0% | -7% | -1%
O=C(C1=C(O)C(=O)N(c2ncccn2)C1c1ccc(Cl)c(Cl)c1)c1ccco1 (stereo unspecified) | 0% | -8% | ? | 2% | 2% | 9%
CCc1noc(C)c1C(=O)Nc1nc2ccc(OC)cc2s1 | 56%[activator] | nt | 6% | -17% | -10% | 42%[activator]
CO/N=C(/CS(=O)(=O)Cc1ccccc1Cl)c1ccc(Cl)cc1Cl | ? | 9% | -10% | ? | 3% | ?
CCCCn1c(N)c(N(CCC(C)C)C(=O)C2CC(=O)N(CCc3ccc(OC)c(OC)c3)C2)c(=O)[nH]c1=O (stereo unspecified) | 1% | nt | -2% | 1% | -4% | ?
COc1ccc(N2CCN(C(=O)CN3CCN(c4nc(-c5ccc(F)cc5)cs4)CC3)CC2)cc1 | 22% | 6% | 0% | ? | -3% | ?
Cc1ccc(C(=O)OCc2nc(N)nc(Nc3ccccc3C)n2)cc1 | 10% | 1% | -2% | -5% | 3% | 15%
Cc1cnc(C(=O)OCC(=O)N=c2sccn2Cc2ccccc2Cl)cn1 | 23% | -7% | ? | -25% | 5% | ?
Cc1cc(=O)oc2c3c(cc(OCC(=O)NC4CC4)c12)OC(C)(C)CC3 | 15µM* | -4% | -1% | ? | -2% | ?
CCN(CC)CCN(C)Cc1nc(C(c2ccccc2)c2ccccc2)no1 | 9.3µM* | -3% | 3% | -20% | -4% | ?
CCc1noc(C)c1C(=O)Nc1ccc(C#N)cc1 | 4% | nt | -1% | 3% | -15% | 6%

Profiles from above. Screens in order: Pf growth 96h, LmPK inhibitor, Sm TGR inh, HCV inhibitor, TbPYK inhibitor, Pf growth 48h
CCOc1ccc(CN(C)CC(=O)NCc2ccccc2Cl)cc1 is listed as ?, -3%, -1%, -17%, -7%, 30%
CCc1noc(C)c1C(=O)Nc1nc2ccc(OC)cc2s1 is listed as 56%[activator], nt, 6%, -17%, -10%, 42%[activator]
COc1ccc(OC)c(NC(=O)CCNC(=O)c2ccco2)c1 is listed as -10%, 5%, -4%, -4%, 0%, -15%
Cc1cc(NCCOCCO)n2ncc(-c3ccc(Cl)cc3)c2n1 is listed as nt, -5%, 2%, ?, 6%, 444%[activator]
Cc1c(OCC(=O)NC2CC(C)(C)NC(C)(C)C2)ccc2c3c(c(=O)oc12)CCC3 is listed as ?, -3%, -3%, ?, -1%, ?
